Kir21 block = inhibitors of mouse Kir2.1 inward-rectifier potassium channel; P35561; HEK293-Kir2.1, FluxOR thallium flux fluorescence; active compounds read low; B-score at 10 µM; 310,000 compounds, 0.85% hits;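 active = fluorescence ratio B-score at or below minus 3 SD of library scores, with starting-brightness B-score within 2 SD, cut at about -4.2 in these data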;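 note: channel flux triggered by added potassium and thallium sulfate stimulus; B-score of peak minus minimum fluorescence over baseline after thallium stimulus; more negative B-score means stronger Kir2.1 block with less thallium influx; some compounds called inactive have numbers as strong as hits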
Target sequence (P35561 whole entry, looked up): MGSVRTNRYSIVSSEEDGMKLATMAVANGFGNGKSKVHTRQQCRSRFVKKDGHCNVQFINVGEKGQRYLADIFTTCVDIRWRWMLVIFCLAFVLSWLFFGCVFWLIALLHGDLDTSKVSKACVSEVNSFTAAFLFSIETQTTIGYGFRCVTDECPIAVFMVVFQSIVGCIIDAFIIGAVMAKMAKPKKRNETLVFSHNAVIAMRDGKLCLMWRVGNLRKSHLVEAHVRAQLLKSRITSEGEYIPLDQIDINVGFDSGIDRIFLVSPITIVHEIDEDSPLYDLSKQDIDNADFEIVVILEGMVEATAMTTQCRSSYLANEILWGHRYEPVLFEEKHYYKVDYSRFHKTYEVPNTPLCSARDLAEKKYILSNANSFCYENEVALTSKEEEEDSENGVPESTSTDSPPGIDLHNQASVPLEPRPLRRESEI
KCNQ2 inh = KCNQ2 channel blockers in CHO-K1 cells – cell-based, FluxOR thallium flux, B-score, primary screen (AID 2156). O88943. B-score at 10 µM. 310,000 compounds, 1.1% hits. 20 min; active compounds read low;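 active = fluorescence ratio B-score at most minus 3 library SDs, with starting brightness B-score within 2 library SDs, cut at about -5.5 in these data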
An asterisk follows results filed as active; i = inactive.

Order of results – Kir21 block	KCNQ2 inh
CC1CCCN(c2ccc3nc4ccccc4c(=O)n3n2)C1 (stereo unspecified)
    0.2	i
O=C(Cc1ccccc1)NCC(=O)N1CCN(c2ccccc2)CC1
    0.82	i
COC(=O)c1cncc(C)c1
    -1.5	i
CC(C)COCC(O)CC(Cc1ccccc1)C(=O)NN (stereo unspecified)
    1.9	i
CCCC(=O)NC(=S)Nc1ccc(CN2CCOCC2)cc1
    -0.31	i
O=Cc1ccc2cccnc2n1
    -1.8	i
Cc1c(C(=O)O)oc2c1/C(=N\O)CC(C)(C)C2
    1.2	i
CCCCCCCSc1nc(N)cc(=O)[nH]1
    2.7	i
O=C(CSc1nnc([C@@H]2CCCN2)o1)c1ccc(Cl)cc1
    -0.11	i
CCOc1ccccc1N(CC(=O)NC1CCCCC1)C(=O)c1nsc(Cl)c1Cl
    0.93	i
O=S(=O)(Nc1ccc(N2CCOCC2)cc1)c1ccc2ccccc2c1
    1.3	i
CN1CCN(C(=S)NC(=O)/C=C/c2cccc3ccccc23)CC1
    2.1	i
CC(C)(C)C(=O)Nc1ccccc1C(=O)NCCC(=O)Nc1ccccc1
    -2	i
Nc1nc(-c2ccc(C(=O)O)cc2)cs1
    0.28	i
COc1ccc(-c2[nH]ncc2CN(C)C(C)c2cccs2)c(F)c1 (stereo unspecified)
    -2.2	i

The closing 2 records of the part above open the next one.
Order of results – Kir21 block	KCNQ2 inh
Nc1nc(-c2ccc(C(=O)O)cc2)cs1
    0.28	i
COc1ccc(-c2[nH]ncc2CN(C)C(C)c2cccs2)c(F)c1 (stereo unspecified)
    -2.2	i
COc1cccc(OC)c1C(=O)N1CC(C)OC(C)C1 (stereo unspecified)
    -1.4	i
COc1ccc(N=C2SC(C(N)=O)CC(=O)N2CCc2ccc(OC)c(OC)c2)cc1 (stereo unspecified)
    0.07	i
COc1ccc(S(=O)(=O)c2c(N)n(Cc3ccco3)c3nc4ccccc4nc23)cc1
    -0.88	i
CCOC(=O)c1ccc(S(=O)(=O)N2CCN(CC(O)COc3cccc(C(C)=O)c3)CC2)cc1 (stereo unspecified)
    0.43	i
Cc1cc(C)nc(SCC(=O)c2ccc(O)c(O)c2)n1
    0.49	i
COC(=O)c1cn(-c2ccccc2)c(C)c1C(=O)OC
    -1.8	i
O=C(O)CCCn1cc(NC(=O)COc2ccccc2[N+](=O)[O-])cn1
    -0.38	i
COc1ccc(-c2cnnc(N/N=C/c3ccc(O)c(O)c3)n2)cc1
    1	i
CC(Sc1nnc(-c2ccco2)n1C)C(=O)N1C(C)CCCC1C (stereo unspecified)
    0.54	i
Cc1ccc(C(=O)NC(=S)NNC(=O)CCN2CCOCC2)cc1
    2.2	i
CCCCn1c(-c2csc3c2CCCC3)n[nH]c1=S
    -2.2	i
Cc1cc(C)cc(-n2c(C)cc(/C=C3\C(=N)N4N=C(CC(C)C)SC4=NC3=O)c2C)c1
    -0.09	i
CC(c1cccs1)N(C)Cc1nc(CCc2ccccc2)no1 (stereo unspecified)
    0.26	i
COCc1c(Br)c(C)nc(OCC(=O)N/N=C/c2ccc(C)o2)c1C#N
    -0.51	i
O=C(Nc1cc(Oc2ccc(Cl)cc2)cc([N+](=O)[O-])c1)c1ccco1
    0.79	i

(further entries)
Order of results – Kir21 block	KCNQ2 inh
Cn1c(=O)n(Cc2ccc(Cl)cc2)c(=O)c2c1nc1n2CCN1Cc1ccco1
    -0.26	i
COc1c(S(=O)(=O)N2CCN(C)CC2)ccc(Cl)c1Cl
    0.18	i
Cc1nn(C)cc1S(=O)(=O)Nc1ncccn1
    0.43	i
CCSc1nnc(SCC(=O)NNC(=O)c2ccccc2F)s1
    1.4	i
O=C1c2ccccc2-c2ccc(C(=O)N3CCOCC3)cc21
    -0.1	i
O=C1COc2ccc(S(=O)(=O)Nc3ccc(F)cc3)cc2N1
    -0.9	i
CC(=O)Nc1ccc(NC(=O)CSCCc2ccccn2)cc1
    -1.4	i
O=C(c1cnn2c(C(F)(F)F)cc(-c3cccs3)nc12)N1CCOCC1
    0.08	i
CCC(CC)=NNC(=O)c1ccccc1OCc1ccc(F)cc1
    -1.5	i
Cn1c(=O)c(C(=O)COC(=O)c2cc(C(F)(F)F)nc3ccccc23)c(N)n(Cc2ccccc2)c1=O
    1.4	i
CCSc1nnc(-c2ccc(OC)cc2)o1
    0.71	i
CCOC(=O)CSc1nc(N)c(C(=O)Nc2ccc(N(C)C)cc2)s1
    0.07	i
CC(Oc1ccc2c(c1)c1ccnc3c4ccccc4c(=O)n2c13)C(=O)NCCN1CCOCC1 (stereo unspecified)
    0.98	i
COc1ccc(N(C(C)=O)S(=O)(=O)c2cccs2)cc1
    -0.96	i
CCN(C(=O)C1CCCO1)c1ccccc1 (stereo unspecified)
    0.67	i

(further entries)
Order of results – Kir21 block	KCNQ2 inh
COC(=O)c1ccc(NC(=O)CO/N=C2\CCCc3nonc32)cc1
    -2	i
Fc1ccc(CNCc2ccccc2Cl)cc1
    -0.16	i
C=CCn1c(-c2ccccc2)cc(SC)c(C#N)c1=O
    1.8	i
Cc1ccsc1/C=N/NC(=O)c1cc(-c2ccncc2)nc2ccccc12
    1.5	i
Cc1ccc(S(=O)(=O)c2cc(N3CCOCC3)nc(-c3ccccc3)n2)cc1
    1.6	i
O=C(NC1CC1)C1CCN(C2CCN(C(=O)/C=C/c3ccc(F)cc3)CC2)CC1
    1.9	i
O=C(CCn1nnc(-c2cccs2)n1)N1CCc2ccccc2C1
    -1.1	i
COc1ccc(Br)cc1CN1CCN(c2ncccn2)CC1
    0.15	i
Nn1c(Cc2ccccc2F)nnc1SCCOc1ccc(Cl)cc1
    0.68	i
CCCCn1c(SCC(=O)c2ccc3c(c2)NC(=O)CO3)nc2cc(S(N)(=O)=O)ccc21
    2.2	i
OCCN1CCN(CC(O)COc2ccc3c(c2)OCO3)CC1 (stereo unspecified)
    0.07	i
CN1CCNC(=O)C1CC(=O)N1CC=C(c2ccc(F)cc2)CC1 (stereo unspecified)
    -1.9	i
Cc1nnc(-c2ccccc2)c[n+]1[O-]
    -0.53	i
COc1cccc(-c2cccc(NC(=O)C3CCN(Cc4ccc(C)o4)CC3)c2)c1
    -2.6	i
CCOC(=O)C1=C(C)N(CCCC(=O)O)C(=O)NC1c1cccs1 (stereo unspecified)
    -0.03	i

Following part
Order of results – Kir21 block	KCNQ2 inh
COc1ccccc1NC(=O)CSc1nc2ccccc2n1C(C)=O
    -0.24	i
CC1(C)Cc2c(C#N)c(NCCO)nc(-c3ccco3)c2CO1
    0.22	i
Cc1nnc(N/N=C/c2cccs2)[nH]c1=O
    1.9	i
CC(C)(C)C(=O)CN1C2=NCCN2c2ccccc21
    -0.26	i
COc1cc(/C=N/NC(=O)c2cc(O)cc(O)c2)ccc1OC(=O)c1ccccc1
    -0.92	i
CCn1c(O)c(N=Nc2ccc(Cl)c(C(=O)O)c2)c2ccccc21
    -0.66	i
COc1c(S(=O)(=O)n2nc(C)cc2C)ccc(Cl)c1Cl
    0.72	i
COc1cc(CC(NC(C)=O)C(=O)NC2CCN(C(=O)c3ccc(C)cc3)CC2)cc(OC)c1 (stereo unspecified)
    0.83	i
Cn1ncc(Cl)c1C(=O)NNC(=O)Nc1cccc2ccccc12
    0.01	i
O=C(NC(=S)NNS(=O)(=O)c1ccc(Cl)cc1)c1cccnc1
    -0.09	i
COc1ccc(NC(=O)c2cc(-c3cccs3)on2)cc1OC
    -0.58	i
COCCN(C(=O)CCC(=O)Nc1ccccn1)C(C(=O)NCCC(C)C)c1ccc(F)cc1 (stereo unspecified)
    -0.56	i
Cc1ccc(/C=N/n2cnc3sc4c(c3c2=O)CCCC4)o1
    -0.2	i
CCOc1ccc(C(=O)NCC(=O)NCC(c2cccs2)N2CCOCC2)cc1 (stereo unspecified)
    0.39	i
CC1CC/C(=N/Nc2ccccc2)C(=O)N1 (stereo unspecified)
    1.6	i

Next entries.
Order of results – Kir21 block	KCNQ2 inh
NC(=O)[C@H]1CC2(CC(c3cccc(NC(=O)CC(c4ccccc4)c4ccccc4)c3)=NO2)CN1C(=O)C(c1ccccc1)c1ccccc1 (stereo partly specified)
    -2	i
COc1ccc(CN(C)C(=O)CNC(=O)c2ccc(C)cc2)cc1
    0.75	i
Cc1coc(C)c1C(=O)CC1(O)C(=O)N(C)c2ccc(Cl)cc21 (stereo unspecified)
    -0.12	i
Cc1cccc(NC(=S)N2CCOCC2)c1C
    -2.6	i
C=CC(=O)Oc1ccc(N2Cc3ccccc3C2=O)cc1
    -0.81	i
COc1ccc(-c2c/c(=N\c3nc(-c4ccccc4)c(C)s3)c3ccccc3o2)cc1O
    -0.08	i
CN(C)CCOC(=O)C12CC3CC(C1)CC(C(=O)OCCN(C)C)(C3)C2
    -0.72	i
COc1ccc(C(N)CCc2ccco2)cc1 (stereo unspecified)
    -0.73	i
O=C(NCCc1nnc2ccc(SCC(=O)N3CCCC3)nn12)c1ccc(F)cc1
    -1.1	i
C=C(C)Cn1c(C(C)NC(=O)CCC)nc2ccccc21 (stereo unspecified)
    -4.3	i
NC(=O)c1ccccc1OCC(=O)NS(=O)(=O)c1ccccc1
    -0.91	i
O=C(O)c1cc(N/N=C/c2ccc(OCc3ccccc3)cc2)ccc1Cl
    -0.02	i
CC(C)(C)OC(=O)N1Cc2ccccc2C[C@H]1C(=O)NCC(=O)NCC1CCCO1 (stereo partly specified)
    2.2	i
COCCNC(=O)c1cc(-c2ccccc2)n(CC2CC(c3ccc(OC)cc3)=NO2)n1 (stereo unspecified)
    0.36	i
COc1cc(/C=C(/C#N)C(=O)Nc2ccccc2)c(Br)cc1OCc1ccc(C(=O)O)cc1
    -1.1	i

An excerpt taken from the entries so far:
Order of results – Kir21 block	KCNQ2 inh
NC(=O)[C@H]1CC2(CC(c3cccc(NC(=O)CC(c4ccccc4)c4ccccc4)c3)=NO2)CN1C(=O)C(c1ccccc1)c1ccccc1 (stereo partly specified)
    -2	i
COc1ccc(CN(C)C(=O)CNC(=O)c2ccc(C)cc2)cc1
    0.75	i
Cc1coc(C)c1C(=O)CC1(O)C(=O)N(C)c2ccc(Cl)cc21 (stereo unspecified)
    -0.12	i
Cc1cccc(NC(=S)N2CCOCC2)c1C
    -2.6	i

Following part
Order of results – Kir21 block	KCNQ2 inh
CCCn1c(COc2ccccc2)nc2ccccc21
    -0.69	i
CCOC(=O)c1cnc2ccc(OC)cc2c1NCc1ccccc1
    0.16	i
O=C(O)C1CCCN1C(=O)Nc1ccc(Cl)cc1 (stereo unspecified)
    -0.42	i
Cc1nnsc1C(=O)NC1CCCc2c1cnn2-c1ccc(C(C)(C)C)cc1 (stereo unspecified)
    2.6	i
CC(C)NC(=O)c1ccc(Sc2ccccc2)c([N+](=O)[O-])c1
    -1.8	i
c1ccc2c(-c3nn4nnnc4c4ccccc34)cccc2c1
    -0.73	i
O=C(N/N=C/c1cccn1-c1ccc([N+](=O)[O-])cc1)C(O)c1ccccc1 (stereo unspecified)
    -2.4	i
CCNc1nc(NCC)n2c(SCC(=O)c3ccc(C(C)C)cc3)nnc2n1
    0.13	i
COc1ccc(N2CCN(Cc3nc4c(c(=O)n(C)c(=O)n4C)n3C(C)C(C)=O)CC2)cc1 (stereo unspecified)
    0.14	i
O=C1NC(=Nc2ccccc2)c2c1cccc2[N+](=O)[O-]
    -0.06	i
COc1ccc(/C=C/C(=O)O)cc1S(=O)(=O)N1CCCc2ccccc21
    -0.01	i
COc1ccc2c(=O)c(-c3ccc4c(c3)OCO4)coc2c1
    -0.47	i
CS(=O)(=O)N(CCc1ccccc1)CC(=O)NCc1ccncc1
    -0.21	i
O=[N+]([O-])c1ccc(Cl)c(/C=N/n2c(-c3cccnc3)n[nH]c2=S)c1
    0.74	i
CCCCNC(=O)c1ccc2c(=O)n(CCCOCC)c(=S)[nH]c2c1
    0.15	i

New compounds follow.
Order of results – Kir21 block	KCNQ2 inh
CCOc1ccc(OCC)c(S(=O)(=O)n2ccnc2C)c1
    -0.9	i
CSc1ccccc1C(=O)N1CCOCC1
    2.1	i
O=C1NC2(CCCCC2)Oc2ccccc21
    -0.64	i
CCC(=O)N1CCN(c2nc(C)nc3sc(C)c(C)c23)CC1
    0.03	i
O=C(CSCc1nc2c(nnn2Cc2ccc(F)cc2)c(=O)[nH]1)Nc1c(Cl)cc(Cl)cc1Cl
    0.31	i
O=C(Nc1ccc(N2CCOCC2)cc1)C1(S(=O)(=O)c2ccccc2)CC1
    0.88	i
COc1ccc(N2C(=O)CC(N3CCN(C4CCc5ccccc5C4)CC3)C2=O)cc1 (stereo unspecified)
    0.21	i
CCCCC(=O)Nc1nnc(S(=O)(=O)N(C)Cc2ccco2)s1
    0.89	i
Cc1ccc(-n2nc3c(c2NC(=O)c2ccccc2Br)CS(=O)C3)cc1 (stereo unspecified)
    -1.5	i
O=C1c2cccc3cccc(c23)C(=O)N1CCc1ccccc1
    0.49	i
Cc1cc(C)c(NC(=O)c2ccccc2N(C)S(C)(=O)=O)c(C)c1
    -0.05	i
CCOC(=O)C1=C(C)NC(=O)NC1c1ccccc1OCc1c(F)cccc1Cl (stereo unspecified)
    -1.1	i
CC1=C(C#N)C(NC(=O)c2ccco2)(C(F)(F)F)C(=O)N1 (stereo unspecified)
    0.78	i
C/C(Cl)=C/Cn1c(NCCCn2ccnc2)nc2c1c(=O)[nH]c(=O)n2C
    -0.98	i
Nc1nnn(CC(=O)N/N=C/c2cn[nH]c2-c2ccccc2)n1
    0.31	i

Remaining list, next part.
Order of results – Kir21 block	KCNQ2 inh
CCOC(=O)/C=C/c1ccc(C(F)(F)F)cc1S(=O)(=O)NC(C)(C)C
    -0.04	i
CC(C)(C)OC(=O)N1Cc2ccccc2C[C@H]1C(=O)NCC(=O)NC1CCCCC1
    0.31	i
CC(C)(CNC(=O)Cc1ccc(Cl)cc1Cl)N1CCOCC1
    0.38	i
O=C(Oc1ccc(/C=N/O)cc1)c1ccccc1
    -5.6*	i

Source: PubChem BioAssay
